# TDP1 cell noCPT – qHTS for Inhibitors of human tyrosyl-DNA phosphodiesterase 1 (TDP1): qHTS in cells in absence of CPT | DT40 Tdp1-/- hTDP1 cells, no CPT, ATP luminescence, 48 h | Potency, µM (top dose mostly 46.2 µM), without a hit: top-dose activity change, negative = growth inhibition, hits mostly inhibitors | 420,000 compounds, 15% hits | AID 686978, 2013; also: nearly all actives have a fitted effect of over 55% in size
#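 DT40 Tdp1-/-;hTDP1 cells, no CPT (DMSO vehicle only), 400 cells/well; compounds pin-transferred; ≥48 hr, 37 °C; CellTiter-Glo 30 min RT dark, luminescence read.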
# KAT2A inh – blocks human GCN5L2 histone acetyltransferase; GCN5L2 HAT assay, ThioGlo1 CoA-SH fluorescence; Potency, µM (doses to about 58.9 µM), for inactives: top-dose activity change, negative = inhibition, actives largely listed as inhibitors; 390,000 compounds, 0.21% hits
# Target sequence (Q92830 whole entry, looked up): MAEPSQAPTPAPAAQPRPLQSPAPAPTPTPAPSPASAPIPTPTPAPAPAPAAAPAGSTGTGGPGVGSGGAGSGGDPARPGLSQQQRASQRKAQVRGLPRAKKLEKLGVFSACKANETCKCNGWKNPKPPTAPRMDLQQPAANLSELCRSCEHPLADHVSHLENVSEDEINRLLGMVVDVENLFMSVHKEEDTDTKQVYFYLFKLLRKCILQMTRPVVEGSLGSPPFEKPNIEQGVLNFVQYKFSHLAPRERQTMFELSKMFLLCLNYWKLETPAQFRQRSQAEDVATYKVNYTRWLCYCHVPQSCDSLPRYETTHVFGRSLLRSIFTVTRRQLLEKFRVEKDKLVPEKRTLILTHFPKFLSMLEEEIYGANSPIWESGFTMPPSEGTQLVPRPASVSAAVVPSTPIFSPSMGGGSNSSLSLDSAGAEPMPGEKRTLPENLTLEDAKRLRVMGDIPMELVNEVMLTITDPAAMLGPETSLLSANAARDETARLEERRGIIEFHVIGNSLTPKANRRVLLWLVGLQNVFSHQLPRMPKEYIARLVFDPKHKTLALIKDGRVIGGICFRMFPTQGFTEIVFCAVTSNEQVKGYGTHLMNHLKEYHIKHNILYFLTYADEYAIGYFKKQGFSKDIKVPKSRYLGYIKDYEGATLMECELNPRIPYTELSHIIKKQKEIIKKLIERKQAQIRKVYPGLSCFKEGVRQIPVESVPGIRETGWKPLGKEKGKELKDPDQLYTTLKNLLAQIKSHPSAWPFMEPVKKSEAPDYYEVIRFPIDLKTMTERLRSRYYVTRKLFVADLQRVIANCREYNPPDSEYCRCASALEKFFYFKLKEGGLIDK
#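 Fluorescence readout, Ex340nm/Em540nm: ThioGlo1 (50uM final) reacts with free CoA thiol released as 20nM GCN5L2 acetylates H3(1-25) peptide (75uM) using acetyl-CoA (70uM). Compound and enzyme sat 15 min beforehand; 20 min room-temperature reaction.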
# DT40 TDP1 CPT – growth inhibition of DT40 Tdp1-/-;hTDP1 cells with camptothecin (screen for TDP1 inhibitors) | AID 686979 | chicken DT40 Tdp1-/-;hTDP1 cells + 20 nM CPT, ATP luminescence, 48 h | 420,000 compounds, 12% hits | Potency, µM (highest dose often 46.2 µM), for inactives: top-dose activity change, negative = growth inhibition, actives largely listed as inhibitors; also: nearly all actives have a fitted effect of over 55% in size
#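 Cell growth measured by CellTiter-Glo luminescence after a minimum 48 h, 37 C compound exposure with 20 nM CPT in Tdp1-knockout DT40 cells stably expressing hTDP1, seeded 400/well; qHTS titration format.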
# * marks the source's active call; other numbers are inactive results; ? = inconclusive; . = no result given; & = joins results of further samples. Calls follow the shape of the dose curve; as a rule, active = well fitted curve in the direction sought with a large enough effect; inconclusive = small, poorly fitted or top-dose-only effect, or another doubt; inactive = no such curve, though single readings can be large; an effect the other way counts as inactive or inconclusive. % is scaled to controls: 0 for no effect and ±100 for the full control effect; potency is read from the fitted curve at half-maximal effect. An excerpt. The share of hits here may be higher or lower than overall.
1: Oc1[nH]c2ccccc2c1C1=NCCCCC1
2: COCCn1c(=O)[nH]c2cc(C(=O)NCc3cccnc3)ccc2c1=O
3: COc1cc(NC(=O)CSc2nc3nc(C)c(Cc4ccc(C)cc4)c(C)n3n2)cc(OC)c1OC
4: Cc1ccc(C(C)C)c(OCC(=O)N2CCN(c3ncccn3)CC2)c1
5: CCOC(=O)N1CCN(C(=S)NCCOC)CC1
6: O=C(NN1C(=O)/C(=C/c2cccs2)SC1=S)c1ccccc1
7: O=C(CSc1ccccc1)NCCCN1CCOCC1
8: CCOc1ccccc1-c1cc(C(=O)N/N=C(\C)c2cccnc2)c2ccccc2n1
9: COc1cc(S(N)(=O)=O)c(OC)cc1N
10: Clc1cccc(Cl)c1OCCCCN1CCCCC1

Assay by compound	1	2	3	4	5	6	7	8	9	10
TDP1 cell noCPT	-15%	0%	10µM*	?	9%	?	1%	?	-17%	-12%
DT40 TDP1 CPT	19%	8%	13µM*	-23%	1%	-13%	2%	?	11%	-25%
KAT2A inh	-4%	2%	-2%	-3%	-4%	19%	-5%	?	13%	3%

11: CCN(C[C@H]1N[C@@](C)(C(=O)OC)[C@H]2C(=O)N(C)C(=O)[C@@H]12)C(=O)Nc1ccc(OC)cc1
12: O=C(O)CN1C(=O)/C(=C\c2cc(Br)ccc2OCc2ccc([N+](=O)[O-])cc2)SC1=S
13: c1ccc(-c2nnc(C(c3ccccc3)c3ccccc3)o2)cc1
14: CC(=O)Nc1ccc(SCC(=O)Nc2ccccc2-c2ccccc2)cc1
15: O=[N+]([O-])c1cc2ccccc2nc1-c1ccccc1
16: Cc1c(C(=O)N(C)c2cccc(Cl)c2)cnn1-c1ccccc1
17: CCOc1ccc(C(C)=O)cc1COc1ccc(C)nc1[N+](=O)[O-]
18: c1ccc(CCc2cccnc2)cc1
19: O=[N+]([O-])c1cc2cccnc2c2ncccc12
20: O=C(CCCc1ccccc1)NCc1ccccc1Cl

Assay by compound	11	12	13	14	15	16	17	18	19	20
TDP1 cell noCPT	3%	0%	18µM*	23µM*	-22%	-27%	?	0%	?	-16%
DT40 TDP1 CPT	3%	6%	26µM*	?	-16%	?	?	4%	?	-17%
KAT2A inh	-3%	-22%	-8%	-4%	.	3%	-1%	.	2%	-10%

21: CCN(CC)S(=O)(=O)c1cc(C(=O)O)ccc1OC
22: CC(C)(C)c1ccc(-c2noc(CCC(=O)NCc3ccco3)n2)cc1
23: Cc1ccccc1-c1csc(C(C)(O)c2ccccc2)n1 (centres undefined)
24: CCOCCC(=O)Nc1cc(Cl)ccc1OC
25: Cc1ccc2nc(NS(C)(=O)=O)sc2c1
26: CC(C)COC(=O)C1[C@H]2C(=O)N(Cc3cccs3)C[C@]23C=C[C@H]1O3 (some centres undefined)
27: CCOC(=O)N1CCN(C(=O)CSc2ccc(-c3ccc(OC)cc3)nn2)CC1
28: CC1=C(C(=O)N(C)C)CC(CC(=O)NCC2CCCCC2)C(=O)N1Cc1ccc(C(C)(C)C)cc1 (centres undefined)
29: COCCN1C(=O)N[C@@H](CCc2ccccc2)C(C(C)=O)=C1C
30: CCOC(=O)c1cc(C)sc1NC(=O)CN1CCN(C(=O)C2CCCO2)CC1 (centres undefined)

Assay by compound	21	22	23	24	25	26	27	28	29	30
TDP1 cell noCPT	0%	26µM*	-23%	-15%	20%	3%	-25%	16µM*	?	?
DT40 TDP1 CPT	14%	18µM*	-19%	-6%	?	-5%	-13%	?	-15%	?
KAT2A inh	11%	-17%	.	-7%	-12%	-7%	-12%	.	1%	-19%

# Part of the list above, bar-delimited:
nr | molecule | TDP1 cell noCPT | DT40 TDP1 CPT | KAT2A inh
21 | CCN(CC)S(=O)(=O)c1cc(C(=O)O)ccc1OC | 0% | 14% | 11%
22 | CC(C)(C)c1ccc(-c2noc(CCC(=O)NCc3ccco3)n2)cc1 | 26µM* | 18µM* | -17%
23 | Cc1ccccc1-c1csc(C(C)(O)c2ccccc2)n1 (centres undefined) | -23% | -19% | .
24 | CCOCCC(=O)Nc1cc(Cl)ccc1OC | -15% | -6% | -7%

# Going on with the list.
31: O=C(CC[C@H]1O[C@@H](n2ccc(=O)[nH]c2=O)[C@H](O)[C@@H]1O)NCc1ccccc1
32: CCN1CCc2nc(NC(=O)CC(c3ccccc3)c3ccccc3)sc2C1
33: COc1ccc2c(c1)C(=O)Nc1cc(Cl)ccc1N2
34: CC1=C(C(=O)Nc2ccccc2)C(c2cccnc2)n2nc(SCc3ccccc3Cl)nc2N1 (centres undefined)
35: CCOc1ccccc1N1CCN(C(=O)COc2ccc3c(C)cc(=O)oc3c2)CC1
36: Cc1ccc(S(=O)(=O)Nc2ccc(F)c(F)c2O)cc1
37: CC(C#N)Sc1ccc(S(=O)(=O)N(C)C2CCCCC2)cn1 (centres undefined)
38: Cc1csc(NC(=O)C2COc3ccccc3O2)n1 (centres undefined)
39: Cc1ccc(C(=O)NCCSc2c(C)[nH]c3ccccc23)cc1[N+](=O)[O-]
40: COc1ccccc1NC(=O)CN1CCN(CC(=O)Nc2ccc(F)c(F)c2)CC1

Assay by compound	31	32	33	34	35	36	37	38	39	40
TDP1 cell noCPT	-4%	-18%	?	-8%	?	?	?	-20%	21µM*	?
DT40 TDP1 CPT	3%	-1%	12%	-16%	?	-24%	?	?	10µM*	?
KAT2A inh	.	29%	.	-5%	-17%	.	-11%	3%	-14%	-2%

41: CCOc1ccc(NC(=O)c2oc3ccccc3c2NC(=O)Cc2ccc(OC)c(OC)c2)cc1
42: Cc1cc(NC(=O)CSCC(=O)Nc2cccc(S(=O)(=O)N3CCCCCC3)c2)no1
43: O=C(CSc1nnc(-c2ccncc2)n1Cc1ccco1)Nc1nccs1
44: Cc1ccccc1OCC(=O)N/N=C/c1sc(=O)n(Cc2cccc(C(=O)O)c2)c1Cl
45: CN(C)c1ccc(-c2c(-c3ccc4c(c3)OCO4)noc2-c2ccsc2)cn1
46: COC(=O)c1sc2nc(SCC(=O)N(C)c3ccccc3)n(N)c(=O)c2c1C
47: Nn1c(Nc2ccccc2)nc2sc3c(c2c1=O)CCC3
48: CCc1cccc(NC(=O)CN2Cc3ccccc3C2=O)c1
49: COc1ccc(NC(=O)Cn2cc(S(=O)(=O)c3ccccc3)c(=O)c3cc(C)ccc32)cc1Cl
50: CCn1ncc(Br)c1C(=O)Nc1cc(C(=O)OC)ccc1C(=O)OC

Assay by compound	41	42	43	44	45	46	47	48	49	50
TDP1 cell noCPT	?	-25%	-18%	-5%	?	3%	2.9µM*	?	2%	0%
DT40 TDP1 CPT	?	-28%	-19%	-17%	?	2%	1µM*	3%	-4%	0%
KAT2A inh	-1%	4%	1%	-5%	-10%	-5%	-1%	-3%	-1%	0%

51: CC(=O)CSc1nnc2cc(C)c3cc(C)cc(C)c3n12
52: COc1ccccc1N(C(=O)CNC(=O)c1ccco1)C(C(=O)NC1CCCC1)c1ccco1 (centres undefined)
53: CC(=O)c1ccc(S(=O)(=O)Nc2cccc(-c3ccc(N4CCCCC4)nn3)c2)cc1
54: Cc1ccc(S(=O)(=O)O/N=C2/CCCc3occc32)cc1
55: CN(C)S(=O)(=O)c1cccc(C(=O)Nc2ccc(S(=O)(=O)N3CCCC3)cc2)c1
56: CCOc1ccc(NC(=O)/C(C#N)=C/c2cn(CC(=O)O)c3ccccc23)cc1
57: CC1(C(=O)NS(=O)(=O)c2ccc(F)cc2F)CCN1C(=O)Cc1ccccc1Cl (centres undefined)
58: O=C(CSc1ccccn1)Nc1ccc2c(c1)OCCO2
59: O=C(CSc1ccc(Cl)cc1)NC(=O)NCc1ccco1
60: O=C(O)/C=C/c1cnc[nH]1

Assay by compound	51	52	53	54	55	56	57	58	59	60
TDP1 cell noCPT	-23%	-17%	?	-1%	?	-17%	1%	-27%	?	-7%
DT40 TDP1 CPT	-22%	5%	?	-30%	?	-23%	-8%	15%	16µM*	2%
KAT2A inh	1%	-5%	0%	17%	-3%	7%	.	-20%	-12%	-6%&-5%

# Compound profiles, as listed above. Order of screens: TDP1 cell noCPT | DT40 TDP1 CPT | KAT2A inh
# O=C(O)/C=C/c1cnc[nH]1 is listed as -7% | 2% | -6%&-5%
# O=C(CCCc1ccccc1)NCc1ccccc1Cl is listed as -16% | -17% | -10%
# COc1ccccc1NC(=O)CN1CCN(CC(=O)Nc2ccc(F)c(F)c2)CC1 is listed as ? | ? | -2%
# CC1=C(C(=O)N(C)C)CC(CC(=O)NCC2CCCCC2)C(=O)N1Cc1ccc(C(C)(C)C)cc1 (centres undefined) is listed as 16µM* | ? | .
# CN(C)S(=O)(=O)c1cccc(C(=O)Nc2ccc(S(=O)(=O)N3CCCC3)cc2)c1 is listed as ? | ? | -3%

# (next part)
61: COc1cccc(NC(=S)NC(=O)Cc2ccccc2)c1
62: COc1ccc(-c2nc(C#N)c(N3CCN(C(=O)c4ccco4)CC3)o2)cc1OC
63: Cc1cccnc1Nc1nc(-c2ccc(O)cc2O)cs1
64: Cc1ccc(C(=O)c2sc3nsc(C)c3c2N)cc1
65: Cc1cc(=O)oc2cc(OCC(=O)NC3CCCCC3)ccc12
66: CN1CCN(c2ccc(S(=O)(=O)N3CCCCC3)cc2NC(=O)Cc2ccc(Cl)cc2)CC1
67: Cc1ccsc1/C=N/NC(=O)c1nnn(-c2nonc2N)c1-c1ccc2c(c1)OCO2
68: O=c1[nH][nH]c2c1[C@H](c1ccc(F)cc1)O[C@H](CCC(F)(F)F)C2
69: Brc1ccc(/C=N/Nc2ncnc3c2cnn3Cc2ccccc2)cc1
70: CN(C)CCSc1nnc(-c2ccccc2)o1

Assay by compound	61	62	63	64	65	66	67	68	69	70
TDP1 cell noCPT	-21%	?	?	-2%	-19%	23µM*	-18%	-24%	15µM*	-8%
DT40 TDP1 CPT	5%	?	?	-7%	13%	?	?	-25%	18µM*	0%
KAT2A inh	.	-1%	-2%	-16%	-4%	-11%	-13%	.	2%	-9%

# An excerpt from above, showing only DT40 TDP1 CPT and TDP1 cell noCPT:
No.	Molecule	DT40 TDP1 CPT	TDP1 cell noCPT
11	CCN(C[C@H]1N[C@@](C)(C(=O)OC)[C@H]2C(=O)N(C)C(=O)[C@@H]12)C(=O)Nc1ccc(OC)cc1	3%	3%
12	O=C(O)CN1C(=O)/C(=C\c2cc(Br)ccc2OCc2ccc([N+](=O)[O-])cc2)SC1=S	6%	0%

# The list continues.
71: Cc1cc(S(=O)(=O)Nc2ccc(-c3ccc(N4CCCCC4)nn3)cc2)c(C)cc1Cl
72: Cc1onc(-c2c(Cl)cccc2Cl)c1C(=O)ONC(=O)c1cc(C(F)(F)F)cc(C(F)(F)F)c1
73: O=[N+]([O-])c1ccc2nc(-[n+]3c(-c4ccccc4)cc(-c4ccccc4)cc3-c3ccccc3)[nH]c2c1
74: Cc1cccc(N(C(=O)c2ccco2)C(C(=O)NC2CCCC2)c2ccco2)c1C (centres undefined)
75: Cn1nnnc1SCC1=C(C(=O)O)N2C(=O)C(NC(=O)C(OC=O)c3ccccc3)C2SC1 (centres undefined)
76: COc1ccc(OC)c(-n2c(SCC(N)=O)nnc2-c2c[nH]c3ccccc23)c1

Assay by compound	71	72	73	74	75	76
TDP1 cell noCPT	?	-3%	21µM*	-23%	-5%	-14%
DT40 TDP1 CPT	13µM*	2%	23µM*	-5%	-3%	3%
KAT2A inh	-7%	-3%	-11%	-5%	5%	-7%
